Lipid storage S3: qHTS Assay for Lipid Storage Modulators in Drosophila S3 Cells | Drosophila S3 cells, BODIPY lipid droplet fluorescence, 18-24 h; cells fed with added oleic acid | Potency in µM for hits, for the others lipid storage change, negative = inhibition, % at the top dose, mostly 46.1 µM | 320,000 compounds, 0.64% hits | AID 2685, 2010; active = well fitted inhibition curve with a large enough effect in the signal ratio, with a control signal flat, not every such curve was filed as active; inconclusive = small, poorly fitted or top-dose-only effect, or effect the other way, or a change in a side signal; the % refers to the signal ratio
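Drosophila S3 cells loaded with oleic acid (400 uM, as added) and compounds at several concentrations; lipid droplets imaged by 488-nm laser-scanning cytometry, 500–530 nm intensity and object ratio to cell channel. Percent activity normalized to 20 uM Triacsin C.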
Lipid storage S3 cell count max: further read-out of Lipid storage S3, marked with its call; cell number change, %; measured here: cell count max response;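 cells counted by Cell Tracker Red CMTPX staining in the red channel; peak over a dose series mostly up to 46.1 µM; percent activity relative to internal control wells on each plate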
Starred values were filed as active, the others as inactive; i = inactive; ? = inconclusive; nt = no result given; [ ] = remark or other dose. % is set by controls: 0 for no effect and ±100 for the full control effect; potency is the fitted concentration of half-maximal effect. The list is partial (hit frequency here may not be typical).

Second line of a record: Lipid storage S3, Lipid storage S3 cell count max
O=C(COC(=O)COc1ccc(Cl)cc1Br)NC1CCCCCC1
    ?, nt
CC(=O)Nc1ccc(S(=O)(=O)N(C)CC(=O)Nc2ccccc2N2CCCC2)cc1
    i, 2
O=C(COC(=O)CC1CC2CCC1C2)Nc1c(F)cccc1F (centres undefined)
    ?, nt
CCN(CC)c1ccc(/C=N/NC(=O)c2ccoc2C)c(O)c1
    ?, nt
CCOC(=O)c1c(S(=O)(=O)NCC(=O)Nc2ccccc2F)c(C)n(C)c1C
    i, 7
Nc1ccc(O)c2c1C(=O)c1ccccc1C2=O
    ?, nt
Cc1ccc(-c2ccc(=O)[nH]n2)cc1
    1%, -20
COc1ccc(/C(N)=N/OC(=O)CCc2ccccc2)cc1
    ?, nt
Cc1ccc(C(=O)NCC(=O)NCCCc2ccccc2)cc1
    ?, nt
O=C(CN1c2cccc3cccc(c23)S1(=O)=O)NCc1ccc2c(c1)OCO2
    i, -12

Two entries picked at random from those above:
Second line of a record: Lipid storage S3, Lipid storage S3 cell count max
Cc1ccc(-c2ccc(=O)[nH]n2)cc1
    1%, -20
O=C(COC(=O)CC1CC2CCC1C2)Nc1c(F)cccc1F (centres undefined)
    ?, nt

Continuation:
Second line of a record: Lipid storage S3, Lipid storage S3 cell count max
Cc1ccc(C)c(NC(=O)/C(C#N)=C/c2ccc(Sc3nncn3C)c([N+](=O)[O-])c2)c1
    ?, nt
O=C(c1cccc(C(F)(F)F)c1)N1CCc2c([nH]c3ccccc23)C1C(F)(F)F (centres undefined)
    6%, 2
Cc1ccc2c(c1)N(C(C)C(=O)NCCc1ccccc1)C(=O)CO2 (centres undefined)
    ?, nt
Cc1cc(C)nc(N2CCCC(C(=O)NCc3cccs3)C2)n1 (centres undefined)
    13%, -3
CC(=O)Nc1ccc(S(=O)(=O)NCCC(=O)OCc2ccccc2F)cc1
    ?, nt
CCOC(=O)c1cnn(-c2cc(C)cc(C)c2)c1N
    ?, nt
CNc1cnn(-c2ccc(C)cc2)c(=O)c1Cl
    ?, nt
CC(CNC(=O)C(=O)NC(C)CCc1ccccc1)Cc1ccccc1 (centres undefined)
    14%, -8
Cc1cccc(NC(=O)COc2ccc3c(c2)CCC3)n1
    -2%[0.0737 µM], 12
COc1ccc(C(=O)C2CCCN(Cc3cccn3-c3ccccn3)C2)c(C)c1 (centres undefined)
    16%, -4

The last 2 entries of the part above are carried over, then new ones follow:
Second line of a record: Lipid storage S3, Lipid storage S3 cell count max
Cc1cccc(NC(=O)COc2ccc3c(c2)CCC3)n1
    -2%[0.0737 µM], 12
COc1ccc(C(=O)C2CCCN(Cc3cccn3-c3ccccn3)C2)c(C)c1 (centres undefined)
    16%, -4
Cc1cccc(N(CC(=O)NC(C)(C)C)C(=O)CCC(=O)Nc2ccccn2)c1
    i, nt
O=C(NNC(=O)c1sccc1-n1cccc1)Nc1ccc(F)cc1
    ?, nt
O=C(c1ccccc1Cl)N1CCc2ccccc2C1
    2%, -14
COc1ccc(-c2c(C)oc3c(CN4CCCCC4C)c(O)ccc3c2=O)cc1OC (centres undefined)
    ?, nt
CC(C)(C)NC(=O)CN1CCC(O)(c2ccccc2)CC1
    ?, nt
CCN(CCCNC(=O)COc1cc(=O)n(CC)c2ccccc12)c1ccccc1
    -4%, -19
COc1ccc(N(CC(=O)Nc2cccc(C)c2C)S(=O)(=O)c2c(C)n[nH]c2C)cc1
    -1%, -13
COc1ccccc1NCC(=O)N1CCN(S(=O)(=O)c2ccccc2)CC1
    11%, 1
CCCCN(C(=O)CSc1nnnn1-c1ccccc1OC)C1CCS(=O)(=O)C1 (centres undefined)
    i, nt
COc1ccc2nc(/N=C/c3c(C)[nH]n(-c4ccc(C)cc4C)c3=O)sc2c1
    10%, 3
COC(=O)c1ccc(OC)cc1OCC(=O)N1CCN(c2ccc(F)cc2)CC1
    -12%, -14
CCOC(=O)c1ccc(CNC(=O)CSc2nnnn2-c2ccc(Cl)cc2)o1
    0%, -15
Oc1oc(-c2ccccc2)nc1/C=N/c1nccs1
    ?, nt
O=C(c1ccc(CS(=O)(=O)c2ccc(Br)cc2)o1)N1CCCCCC1
    0%, 1
COc1ccc(OC)c(NC(=S)N2CCN(c3ccccn3)CC2)c1
    6%, 3
O=C1c2ccccc2NC(c2cccc(F)c2)N1Cc1ccccc1 (centres undefined)
    ?, nt
CCCc1cc(=O)n2[nH]c(NCc3ccc(OC)cc3)nc2n1
    ?, nt
COc1ccc(C(=O)NC2CC(C)(C)Cc3c2cnn3-c2ccccc2C)o1 (centres undefined)
    ?, nt
N#Cc1cc2c(=O)n3ccccc3nc2n(-c2ccccc2Cl)c1=O
    -2%, 10
COCCn1c(C)cc(C(=O)COc2ccc(C)nc2[N+](=O)[O-])c1C
    ?, nt
CC(C)C(C(=O)NC1CCCC1)N(CC1CCCO1)C(=O)CNS(=O)(=O)c1ccccc1 (centres undefined)
    ?, nt
O=C(Nc1ncc(Cc2cccc(Cl)c2Cl)s1)c1ccc([N+](=O)[O-])cc1
    5%, 22
O=C(c1ccc(Cl)cc1)N1N=CCC1(O)c1ccc(Cl)cc1 (centres undefined)
    ?, nt
CCSc1nnc2nc3[nH]c4c(C)cccc4c3nn12
    3%, 1
Cc1ccccc1C(=O)Nc1nnc(CC(=O)N/N=C/c2ccco2)s1
    13%, 8
CCCCOc1ccc(-c2c(C#N)c(N)nc(SCC(N)=O)c2C#N)cc1
    i, nt
CCCCCCN1C=CC=C/C1=C\C=C(C#N)C#N
    ?, nt
N#CCCn1cc(C(=O)CN2C(=O)C(=O)N(C3CCCC3)C2=O)c2ccccc21
    ?, nt
Cc1cccc2cc(CN(Cc3ccccc3)C(=S)NCCCN(C)C)c(=O)[nH]c12
    23%, 17
COc1ccccc1C(=O)Nc1ccccc1C(=O)NC1CCCCC1
    ?, nt

Exported field by field: 4 of the compounds above
CC(CNC(=O)C(=O)NC(C)CCc1ccccc1)Cc1ccccc1 (centres undefined)
  Lipid storage S3: 14% | Lipid storage S3 cell count max: -8

Cc1cccc(NC(=O)COc2ccc3c(c2)CCC3)n1
  Lipid storage S3: -2%[0.0737 µM] | Lipid storage S3 cell count max: 12

COc1ccc(C(=O)C2CCCN(Cc3cccn3-c3ccccn3)C2)c(C)c1 (centres undefined)
  Lipid storage S3: 16% | Lipid storage S3 cell count max: -4

Cc1cccc(N(CC(=O)NC(C)(C)C)C(=O)CCC(=O)Nc2ccccn2)c1
  Lipid storage S3: i | Lipid storage S3 cell count max: nt

Later entries
Second line of a record: Lipid storage S3, Lipid storage S3 cell count max
COc1cc(C(=O)Nc2ccc(Br)cc2C(=O)c2cc(OC)c(OC)c(OC)c2)cc(OC)c1OC
    i, nt
O=[N+]([O-])c1ccc(N/N=C/c2ccccc2)cc1
    ?, nt
CC(=O)Oc1ccc(C)cc1-n1nc2ccccc2n1
    2%, -1
O=C(Nc1cc(=O)[nH]c2nc(-c3ccccc3)nn12)c1ccc(Cl)cc1
    -14%, 10
Nc1ccccc1Nc1ccncc1[N+](=O)[O-]
    ?, nt
CCn1c(COc2ccc3c(c2)CCCC3)nnc1SCC(=O)Nc1ccc(C(=O)OC)cc1
    1%, -8
CC1CCC(NC(=O)C2CCC(CNc3c(N4CCCCC4)c(=O)c3=O)CC2)CC1 (centres undefined)
    ?, nt
O=C(NC1CCCCC1)NC1CC2CCC(C1)N2C(=O)NC1CCCCC1 (centres undefined)
    ?, nt
Cc1ccc(NC(=O)N(Cc2cc3cc(C)cc(C)c3[nH]c2=O)CC2COCCO2)cc1 (centres undefined)
    ?, nt
O=C(NCC(c1ccco1)N1CCN(c2ccc(F)cc2)CC1)C(=O)NC1CCCCC1 (centres undefined)
    -15%[0.0737 µM], 1
CN(C)S(=O)(=O)c1ccc(C(=O)NCC(c2cccs2)N2CCOCC2)cc1 (centres undefined)
    ?, nt
O=C(OCc1ccc(F)cc1)c1ccc2c(c1)-c1ccccc1C2=O
    14%, 3
CC12CCC(C(=O)N(c3cccc(Cl)c3)C1=O)C2(C)C (centres undefined)
    ?, nt
CCCn1c(N)c(C(=O)NS(=O)(=O)c2ccc(C)cc2)c(=O)n(C)c1=O
    -41%, 9
CCc1ccc(N2C(=O)c3sc4nnc(C)c(=O)n4c3C2=O)cc1
    14%, -25
CCN(c1ccccc1)S(=O)(=O)c1ccc(Cl)c(NC(=O)CSc2nncn2C)c1
    11%, 9
Cc1ccsc1/C=N/n1cnnc1
    -1%, 4
CC[N+]1(CC(O)COC2CC(C)CC(C)(C)C2)CCOCC1 (centres undefined)
    0%, 10
CCN(CC(=O)Nc1c(F)cccc1F)C(=O)C1(c2ccccc2)CC1
    ?, nt
C[C@@H]1CC[C@]2(O[C@@H](CCO)C[C@@H](O)[C@@H]2O)O1
    -7%, -1
CCc1nc(N2CCN(C(C)=O)CC2)c(C#N)c2c1COC(C)(C)C2
    0%, 9
COc1ccccc1C(=O)COC(=O)CCN=C1NS(=O)(=O)c2ccccc21
    ?, nt
O=C(NNC(=O)c1ccc(F)cc1F)c1ccc2c(c1)OCO2
    ?, nt
COc1cc(/C=C/C(=O)OCC(=O)NC(=O)NCc2ccccc2)ccc1OCC#N
    -7%, 7
O=c1c2c3nc4ccccc4nc3n(/N=C/c3ccco3)c2ncn1CCC1=CCCCC1
    ?, nt
COc1ccc(C2=NOC(C(=O)NCCN3CCOCC3)C2)cc1 (centres undefined)
    ?, nt
CN1CCN(c2ccc(NC(=O)COc3ccccc3[N+](=O)[O-])cc2)CC1
    ?, nt
COc1ccc(C(=O)Nc2ccc(N3CCCC3)cc2)cc1OC
    ?, nt
Oc1cccc2c(NC(=S)Nc3ccc(OC(F)F)cc3)cccc12
    25%, 17
Cc1cc(C(=O)N/N=C/c2ccc(-c3cccc(Cl)c3)o2)n[nH]1
    ?, nt

More records.
SMILES | Lipid storage S3 | Lipid storage S3 cell count max
O=C(Nc1cccc(NC(=O)c2ccc3c(c2)OCO3)c1)c1ccccc1 | ? | nt
O=C(CSc1n[nH]c(-c2ccccc2)n1)NCc1cccc(C(=O)O)c1 | 14% | 8
Cc1ccc(CS(=O)(=O)Cc2ccc(C(=O)NCc3cccs3)o2)cc1 | 1% | -20
O=C(Nc1ccc(C(F)(F)F)cc1)c1ccc2nc[nH]c2c1 | ? | nt
CCCC(C(=O)NCc1ccco1)N(Cc1ccco1)C(=O)CNS(=O)(=O)c1ccccc1 (centres undefined) | ? | nt
COc1cccc(/C=C/c2ccc3cccc(O)c3n2)c1OC | ? | nt
O=C1c2ccccc2C(O)N1CCN1CCOCC1 (centres undefined) | 0% | 7
Cc1cc(/C=C2\C(=N)N3N=C(CC(=O)N4CCOCC4)SC3=NC2=O)c(C)n1-c1ccccc1 | ? | nt
COc1ccc(-c2csc(N(CCCN3CCOCC3)C(=O)CCl)n2)cc1 | 3% | 24
COc1ccc2cc(/C(C)=N/NC(=S)Nc3cc(S(=O)(=O)N4CCOCC4)ccc3N3CCOCC3)ccc2c1 | ? | nt
COc1ccc(C(c2nnnn2CC2CCCO2)N2CCN(c3ccc(F)cc3)CC2)cc1 (centres undefined) | i | -3
CCC(=O)N1c2ccc(S(=O)(=O)NC3CCCCC3)cc2CC1C (centres undefined) | i | -11
Cc1cc(C)n(C(=O)c2cccc([N+](=O)[O-])c2C)n1 | ? | nt
N#Cc1nc(Cc2ccccc2)oc1NCc1cccnc1 | 11% | -1
C=CCn1c(O)c(N=O)c2cc(C)ccc21 | 19% | -2
Cc1ccc(-c2csc(Nc3ccccc3)[n+]2CCc2ccccc2)cc1 | -11% | 3
COc1ccc(S(=O)(=O)N2CCCCCC2)cc1NC(=O)Cc1ccccc1F | ? | nt
Cc1cc(C(=O)N2CCCC(N3CCN(c4cccc(C(F)(F)F)c4)CC3)C2)nn1C (centres undefined) | -11% | nt
CCCN1C(=O)C2(SC(NC(C)=O)=NN2C(C)=O)c2cc(C)cc(C)c21 (centres undefined) | ? | nt
Cc1c(NC(=O)C(C)OC(=O)C23CC4CC(CC(Br)(C4)C2)C3)c(=O)n(-c2ccccc2)n1C (centres undefined) | ? | nt
COC(=O)CCCC(=O)N1CCCC(C(=O)c2ccc(-c3ccccc3)cc2)C1 (centres undefined) | -18% | 20
CCOC(=O)c1ccc(NC(=O)Cn2ncc(Cl)c(Cl)c2=O)cc1 | ? | nt
COc1ccc(C(CNC(=O)c2ccco2)N2CCCCC2)cc1 (centres undefined) | ? | nt
Cc1sc2ncn(CC(=O)N3CCOCC3)c(=O)c2c1-c1ccccc1 | 9% | nt
Cc1nc2c(ncn2-c2ccccc2)c(=O)n1NC(=O)CN1CCOCC1 | 13% | 5
COC(=O)c1c[nH]n2c(=O)c(Cl)c(C)nc12 | 0% | 13
COc1ccc(/C=C/C(=O)c2nc3ccccc3n2CC(=O)c2ccc(OC)cc2)cc1 | i | -15
CO/N=C/c1ccc(Oc2ccc(C)cc2)nc1 | 11% | 7
O=C(c1ccc(Cl)cc1)N1CCCCC(Sc2nnc(-c3ccc4c(c3)OCO4)o2)C1=O (centres undefined) | 13% | -5
COc1ccc(S(=O)(=O)N2CCCC(C(=O)N3CCN(c4ccccc4)CC3)C2)cc1Cl (centres undefined) | i | nt
COc1cccc(-c2cc(C(F)(F)F)nc(-n3cc(Cl)cn3)n2)c1 | ? | nt
CCc1cc2c(=O)c(-c3nc(C)cs3)coc2cc1O | ? | nt
Cc1ccc(OCC(=O)OCC(=O)NC2CCCC2)cc1C | 2% | 14
Cn1cc(C(=O)c2cccc(Cl)c2Cl)cc1C#N | ? | nt
